mcGAS inh: mouse cGAS inhibition by luminescence. Q8C6L5. recombinant cGAS, Kinase-Glo ATP depletion luminescence. AID 1259399. 160,000 compounds, 0.15% hits. inhibition, % at 12.5 µM;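 further: 0% = negative control wells and 100% = reference inhibitor with no enzyme activity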
hcGAS lum: blocks human cGAS activity. inhibition, % at 12.5 µM. 290,000 compounds, 0.081% hits. AID 1259398. Q8N884. recombinant h-cGAS, ATP depletion, Kinase-Glo luminescence;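 further: 0% = vehicle reaction and 100% = reaction without DNA for no activity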
Target sequence (Q8N884 whole entry, looked up): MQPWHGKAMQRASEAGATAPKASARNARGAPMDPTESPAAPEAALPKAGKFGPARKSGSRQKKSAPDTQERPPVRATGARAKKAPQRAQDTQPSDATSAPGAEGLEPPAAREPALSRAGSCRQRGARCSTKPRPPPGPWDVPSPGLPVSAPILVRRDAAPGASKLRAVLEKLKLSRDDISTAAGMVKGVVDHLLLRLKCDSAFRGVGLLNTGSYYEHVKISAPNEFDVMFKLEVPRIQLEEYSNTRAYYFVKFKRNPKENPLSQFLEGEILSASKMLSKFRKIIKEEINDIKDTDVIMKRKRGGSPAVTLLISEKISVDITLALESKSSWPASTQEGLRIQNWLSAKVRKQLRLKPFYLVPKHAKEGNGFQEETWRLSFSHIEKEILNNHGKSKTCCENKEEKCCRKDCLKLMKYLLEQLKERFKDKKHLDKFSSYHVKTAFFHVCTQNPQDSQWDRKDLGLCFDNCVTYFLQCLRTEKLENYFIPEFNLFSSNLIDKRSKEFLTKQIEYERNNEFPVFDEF
NPYLR7 ag: mosquito NPYLR7 agonism; HEK293T NPYLR7/Galpha15, GCaMP6s calcium fluorescence; activation, % at 10 µM; 270,000 compounds, 0.15% hits; in the data active means activation above about 40%;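 further: 0% = vehicle and 100% = reference agonist at the receptor; some compounds past the cut are filed as inactive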
* marks the source's active call; other numbers are inactive results; . = no result given. Unless noted, no stated cut-off is given here; in the data, active means inhibition above about 40%; inactive means the rest.

SMILES | mcGAS inh | hcGAS lum | NPYLR7 ag
CCCC1=NN(C(C)=O)C(C(=O)N(C)CCc2ccccc2)O1 (configuration not stated) | . | -6 | 3
CC(C)N(CCNC(=O)c1ccc(Cl)c(NC(=O)c2cccs2)c1)C(C)C | . | -7 | 10
CCOC(=O)Cn1c(=NC(=O)c2ccccc2[N+](=O)[O-])sc2cc(C(C)C)ccc21 | -5 | 3 | 4
COC(=O)[C@@H]1C[C@H](NC(=O)c2cccc3[nH]c(C)nc23)CN1C | . | -6 | 0
CCc1cnc(NC(=O)N2CCN(c3nc(C)ns3)CC2)s1 | . | -6 | 0
CCN1C(=O)NC(c2ccc(C)cc2C)C2=C1CN(C(Cc1ccccc1)C(=O)NC1CCCCC1)C2=O (configuration not stated) | -3 | -4 | -1
C=C1C(C)(C)[C@H]2CC[C@]1(C(=O)N1CCc3nc(C)n(C)c(=O)c3CC1)C2 | . | 5 | 1
COc1cccc(N2C(=O)CSC2c2cccc(NC(=O)COc3ccccc3)c2)c1 (configuration not stated) | -6 | -3 | -1
CNS(=O)(=O)Cc1ccc(CNC(=O)NCc2ccccc2S(=O)(=O)N2CCCCC2)cc1 | . | -7 | 3
Cc1ccc(C(C)NC(=O)CCOc2cccc(Cl)c2)o1 (configuration not stated) | . | 0 | -5

Reprinted from the part before: two compounds, then new ones.
SMILES | mcGAS inh | hcGAS lum | NPYLR7 ag
CNS(=O)(=O)Cc1ccc(CNC(=O)NCc2ccccc2S(=O)(=O)N2CCCCC2)cc1 | . | -7 | 3
Cc1ccc(C(C)NC(=O)CCOc2cccc(Cl)c2)o1 (configuration not stated) | . | 0 | -5
Fc1ccc(/C=C/CN2CCC(OCc3cccnc3)CC2)cc1 | . | -7 | 7
NC(=O)N(CCC(=O)O)c1ccc(O)cc1 | . | -1 | 1
Cc1ncc2c(c1CNS(=O)(=O)N(C)C)CCN(C(=O)c1cc3ccccc3n1C)C2 | -12 | -7 | 19
CNC(=S)NN=Cc1cc(Br)cc(Br)c1O | 5 | 5 | 14
CC(C)(C)c1cc(-n2ccnc2)n2ncc(-c3ccccc3Cl)c2n1 | -1 | 7 | -2
CCS(=O)(=O)Oc1cc(CN(Cc2ccc(F)cc2)C(=O)Nc2ccccc2OC)ccc1OC | -5 | -4 | 15
CC(C)(C)NC(=O)NC1CCN(c2ccccc2C(=O)NCc2ccccc2)CC1 | -6 | -2 | -1
CCc1ccc(Cl)c(CC)c1NC(=O)c1cc(S(C)(=O)=O)ccc1C | . | -8 | 3
O=C(Cc1ccccc1)Nc1sc2c(c1C(=O)Nc1cccc3ccccc13)CCCC2 | -8 | -6 | 5
Cn1c(N)c(C(=O)CSc2nc(N)cc(N)n2)c(=O)n(C)c1=O | . | -4 | 6
CC1CCN(C(=O)C(C2CCCC2)N2CCN(C(=O)Nc3cccc(F)c3)CC2)CC1 (configuration not stated) | -5 | -5 | -5
c1ccc(CN2CCC(Cc3noc(C4CC4)n3)CC2)cc1 | . | -3 | 3
O=C(CSc1nnc(-c2cccs2)n1C1CC1)N1CCOC1=O | . | -7 | 6
Cc1cc(N2CCCC(Cn3cc(Cc4ccccc4)nn3)C2)nc(N)n1 (configuration not stated) | -18 | -3 | 2
O=[N+]([O-])c1ccc(NS(=O)(=O)Cc2ccccc2)cc1 | . | -5 | -3
COC(=O)C(=O)N1CC(=O)N2CCc3ccc(Cl)cc3C2C1 (configuration not stated) | -4 | -9 | 11
CN(CC(=O)Nc1ccc(Cl)cn1)CC(=O)Nc1ccccc1C(F)(F)F | . | -12 | 1
CC1(C(=O)NS(=O)(=O)c2ccc(C#N)cc2)CCN1C(=O)CC1CCCCC1 (configuration not stated) | . | -9 | 3
CC1(C)N=C(N)N=C(N)N1c1ccc(Br)cc1 | . | -6 | 1
Cc1cccc(Cc2nc3c(c(N4CCOCC4)n2)CN(C(=O)Nc2c(C(C)C)cccc2C(C)C)CC3)c1 | -5 | -8 | 0
Cc1nc(SCC(=O)Nc2c(C)n[nH]c2C)sc1C | -17 | -10 | 7
CC(Cc1cnccn1)NC(=O)c1cc(-c2ccccc2)nn1C (configuration not stated) | . | -5 | 1
Cc1ccc(OCc2coc(-c3ccccc3)n2)c2c1C(C)CC2=O (configuration not stated) | . | -5 | 2
O=C(/C=C/c1ccccc1)N(Cc1cccnc1)c1nc2cc3c(cc2s1)OCCO3 | -9 | -5 | -7
O=C(CCC(=O)c1cccs1)NNC(=O)c1cccs1 | . | -3 | -3
COC(=O)[C@@H](NC(=O)c1ccc(S(N)(=O)=O)c(F)c1)C(C)(C)C | -13 | -7 | -11
Cc1ccc(Nc2cc(N3CCOCC3)c3noc4c3c2C(=O)c2ccccc2-4)cc1 | . | -4 | -16
COCCn1c(C(=O)NC2CCCCCC2)cc2c(=O)n(C)c(=O)n(C)c21 | -9 | -7 | 1
O=C(CSc1nc2ccsc2c(=O)n1-c1ccccc1)N1CCCCCC1 | . | -7 | -9
Cc1nc2c(ccc3nc(NC(=O)Cc4ccc(F)cc4)sc32)s1 | . | -2 | 2

Not a retest: 19 of the compounds above.
SMILES | mcGAS inh | hcGAS lum | NPYLR7 ag
O=C(Cc1ccccc1)Nc1sc2c(c1C(=O)Nc1cccc3ccccc13)CCCC2 | -8 | -6 | 5
Cn1c(N)c(C(=O)CSc2nc(N)cc(N)n2)c(=O)n(C)c1=O | . | -4 | 6
CC1CCN(C(=O)C(C2CCCC2)N2CCN(C(=O)Nc3cccc(F)c3)CC2)CC1 (configuration not stated) | -5 | -5 | -5
c1ccc(CN2CCC(Cc3noc(C4CC4)n3)CC2)cc1 | . | -3 | 3
O=C(CSc1nnc(-c2cccs2)n1C1CC1)N1CCOC1=O | . | -7 | 6
Cc1cc(N2CCCC(Cn3cc(Cc4ccccc4)nn3)C2)nc(N)n1 (configuration not stated) | -18 | -3 | 2
O=[N+]([O-])c1ccc(NS(=O)(=O)Cc2ccccc2)cc1 | . | -5 | -3
COC(=O)C(=O)N1CC(=O)N2CCc3ccc(Cl)cc3C2C1 (configuration not stated) | -4 | -9 | 11
CN(CC(=O)Nc1ccc(Cl)cn1)CC(=O)Nc1ccccc1C(F)(F)F | . | -12 | 1
CC1(C(=O)NS(=O)(=O)c2ccc(C#N)cc2)CCN1C(=O)CC1CCCCC1 (configuration not stated) | . | -9 | 3
CC1(C)N=C(N)N=C(N)N1c1ccc(Br)cc1 | . | -6 | 1
Cc1cccc(Cc2nc3c(c(N4CCOCC4)n2)CN(C(=O)Nc2c(C(C)C)cccc2C(C)C)CC3)c1 | -5 | -8 | 0
Cc1nc(SCC(=O)Nc2c(C)n[nH]c2C)sc1C | -17 | -10 | 7
CC(Cc1cnccn1)NC(=O)c1cc(-c2ccccc2)nn1C (configuration not stated) | . | -5 | 1
Cc1ccc(OCc2coc(-c3ccccc3)n2)c2c1C(C)CC2=O (configuration not stated) | . | -5 | 2
O=C(/C=C/c1ccccc1)N(Cc1cccnc1)c1nc2cc3c(cc2s1)OCCO3 | -9 | -5 | -7
O=C(CCC(=O)c1cccs1)NNC(=O)c1cccs1 | . | -3 | -3
COC(=O)[C@@H](NC(=O)c1ccc(S(N)(=O)=O)c(F)c1)C(C)(C)C | -13 | -7 | -11
Cc1ccc(Nc2cc(N3CCOCC3)c3noc4c3c2C(=O)c2ccccc2-4)cc1 | . | -4 | -16

(listing goes on)
SMILES | mcGAS inh | hcGAS lum | NPYLR7 ag
COc1ccc(C(C)CCN)cc1 (configuration not stated) | . | -4 | 31
COc1cccc(CC(=O)N2CCOC(COc3cccc(C(F)(F)F)c3)C2)c1 (configuration not stated) | -9 | -6 | 8
CC(=Nn1c(-c2ccc(Cl)cc2)csc1=NC(C)C)c1ccc2c(c1)OCO2 | . | -2 | 6
CN(C)CCCN(C(=O)c1ccc2c(c1)OCCO2)c1nc2c(Cl)cccc2s1 | -5 | -1 | 8
C=c1c(=C2N=C(c3cccc(C)c3)NO2)sc2ncn(CC(=O)Nc3ccc(Cl)cc3)c(=O)c12 | . | -1 | -9
CCCc1ncc(CN2CCC(C(=O)Nc3ccc(Oc4ccccc4F)cc3)CC2)cn1 | -11 | -9 | 15
COc1ccc(C(=O)N2CCCC2C(=O)Nc2ccc(-n3ccnc3C)cc2)o1 (configuration not stated) | . | 1 | 10
CCOC(=O)c1sc2ncnc(N3CCCN(Cc4ccc(F)cc4)CC3)c2c1C | . | -6 | 5
Cc1cc(CC(C)NC(=O)c2cccc3c2NCCC3)n[nH]1 (configuration not stated) | . | -1 | 9
COC(=O)C1C(=N)OC2=C(C(=O)CC(C)(C)C2)C1c1cccc(Br)c1 (configuration not stated) | -2 | -4 | -3
COCCn1cc(NC(=O)c2cc3c(C)cc(F)cc3[nH]2)cn1 | -15 | -5 | 7
COc1ccc(CC(=O)N2CCOC(COc3ccc(F)cc3)C2)c(OC)c1OC (configuration not stated) | -8 | -5 | 26
CCCCCn1c(=O)c2c(nc3n(C)c(C)c(C)n23)n(C)c1=O | . | 4 | -2
CC(C)(C)CC(=O)NCCc1csc2nc(-c3cccs3)nn12 | -6 | -2 | 9
Cc1ccc(C(=O)N2CCCC(C(=O)c3cccc4ccccc34)C2)s1 (configuration not stated) | -4 | -5 | 2
CCOc1ccc(-c2ccc(=O)n(CCNC(=O)C3CC3)n2)cc1 | -9 | -12 | 1
O=C(NC(C(=O)N1CCCC1)C1CCN(C(=O)Nc2cccc(Cl)c2)CC1)c1ccc2c(c1)OCO2 (configuration not stated) | -4 | -1 | 5
CC(C)NC(=O)Cn1nc(-c2cccs2)c2sc(N3CCCC3)nc2c1=O | -8 | -7 | -5
COCC1(C(=O)N2CCCC(Cc3ccc(C(=O)O)cc3)C2)CCC1 (configuration not stated) | . | -4 | 6
CC(=O)Nc1cc(-c2ccccc2)nn1-c1ccc(C(=O)N[C@H](CO)Cc2ccccc2)cc1 | -3 | -7 | -6
O=C1CCC([N+](=O)[O-])C(c2cccc3ccccc23)N1 (configuration not stated) | . | -6 | -14
O=c1[nH]c(/C(Cl)=C\c2ccc(N3CCCCC3)cc2)nc2sc3c(c12)CCC3 | . | -1 | 4
CC1(C(=O)Nc2ccc3c(c2)OCCO3)CCN1Cc1ccc(-n2ccnc2)cc1 (configuration not stated) | . | -9 | 8
COC(=O)C1C(=N)OC2=C(C(=O)CCC2)C1c1ccccc1F (configuration not stated) | -5 | -7 | -6
CCS(=O)(=O)c1ccc(CC(=O)N=c2sc3cc4c(cc3n2C)OCCO4)cc1 | 0 | 0 | -1
CN(C)S(=O)(=O)CCCOc1ccc2c(c1)OCO2 | -7 | -3 | 2
O=C1c2ccc(S(=O)(=O)Nc3ccc(O)cc3)cc2C(=O)c2c([N+](=O)[O-])ccc(Cl)c21 | -2 | -14 | -11
COc1ccc2c(c1C)CCC1=C2CCC2(C)C1=CCC2O (configuration not stated) | . | 6 | -7
Clc1ccc(OCCN2CCc3ccccc3C2)cc1 | . | 3 | -4
S=c1[nH]nc(-c2cc(-c3cccs3)nc3ccccc23)o1 | . | 77* | -1
CC(NC(=O)Cn1ccc2ccccc21)c1nnnn1-c1ccccc1 (configuration not stated) | . | -9 | 3
Cc1ccc(CNS(=O)(=O)c2c(C)n(C)c(=O)n(C)c2=O)cc1 | -9 | -3 | 1
CCCCN(C(=O)c1noc2c1CCCC2)C1CCN(C(C)=O)CC1 | 2 | 11 | .
O=C(CNC(=O)c1cc(S(=O)(=O)N2CCN(c3ccccc3)CC2)ccc1Cl)NC1CC1 | -6 | -8 | 2
COc1cc(NCCNc2cccnc2)ncn1 | . | -2 | 13
O=C1Nc2ccccc2SC1SCCN1C(=O)c2c(F)ccc(F)c2C1=O (configuration not stated) | . | -5 | -7
c1ccc(Oc2cccc(-c3ccc4nnc(-c5ccncc5)n4c3)c2)cc1 | -5 | -4 | 0
CCCCc1ccc(NC(=O)c2cc3c(=O)n(C)c(=O)n(C)c3n2CCCOC)cc1 | -8 | -9 | 0
COc1cc(NC(=O)N2CCc3ccccc3C2c2ccccc2Cl)cc(OC)c1 (configuration not stated) | -7 | -5 | 23
COc1ccc(CC(=O)NCCNc2ccc(Nc3cccnc3)nn2)cc1 | -10 | -5 | 2
OC(Cc1ccccc1)c1ccc2c(c1)CN(Cc1cccn1-c1cccnc1)CCO2 (configuration not stated) | -13 | -5 | 3
CN(Cc1ccc(N2CCCCC2)cc1)S(=O)(=O)c1cn[nH]c1 | . | -9 | 4
COc1ccc(-c2noc(COc3cccc4[nH]ccc34)n2)c(OC)c1OC | -12 | -5 | .
CN1C(=O)CN(C(=O)C2CCCC(C(F)(F)F)C2)c2ccccc21 (configuration not stated) | -14 | -8 | 2
CC(=O)c1ccc(OCc2nc3ccccc3c(C(=O)N3CCC4(CC3)CC(=O)c3cc(F)ccc3O4)c2C(=O)N2CCC3(CC2)CC(=O)c2cc(F)ccc2O3)cc1 | . | -6 | -6
CCN(C(=O)C(C)OC(=O)c1ccc(Cl)cc1[N+](=O)[O-])C1CCS(=O)(=O)C1 (configuration not stated) | . | -6 | 5
O=C(Nc1c2c(nn1-c1ccccc1)CS(=O)(=O)C2)c1cccc2ccccc12 | . | 0 | -2
CCN(Cc1ccccc1)C(=O)CCN1CCC[C@H]1CO | . | -4 | 3
COC(=O)c1ccc(-n2c(C)cc(C=O)c2C)c(C)c1 | . | 0 | 4
COc1ccc2c(c1)C1(SCCN1C(=O)Nc1ccc(Cl)cc1)C(=O)N2Cc1cccc(C(F)(F)F)c1 (configuration not stated) | -7 | -5 | -1

Next structures follow:
SMILES | mcGAS inh | hcGAS lum | NPYLR7 ag
CCC(C)N(Cc1csc(COc2ccccc2C(C)C)n1)C(=O)c1cccs1 (configuration not stated) | -8 | -3 | 3
Cc1cc(Br)ccc1NC(=O)CNC(=O)CN1C(=O)NC2(CCCC2)C1=O | . | -9 | -5
N#Cc1c(NC(=O)CSc2nnc(NC3CC3)s2)sc2c1CCC2 | . | 3 | -2
O=c1c(N=Nc2c(Cl)cc([N+](=O)[O-])cc2Cl)c(-c2ccccc2)[nH]n1-c1nc(-c2ccccc2)cs1 | 1 | 4 | -6
CC(C)CCNc1nc(Nc2ccc(F)cc2)c2cnn(-c3ccccc3)c2n1 | -8 | -5 | 2

Bioassay records: PubChem, Fisher Drug Discovery Resource Center
